# Source: PubChem (The Scripps Research Institute Molecular Screening Center)
# TbREL1 primary: TbREL1 RNA ligase inhibitors, primary screen, biochemical, FRET fluorescence. 89,000 tested, 0.49% active. inhibition, % at 9.66 µM. RNA-editing ligase 1, mitochondrial (Trypanosoma brucei brucei), P86926. TbREL1 RNA ligation. AID 1117264, 2014;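 active = inhibition above the mean inhibition across all screened compounds plus 3 SD, cut at about 11% in these data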;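 note: 0% = plate median of test wells and 100% = NSC42067 control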
# Target sequence (P86926 whole entry, looked up): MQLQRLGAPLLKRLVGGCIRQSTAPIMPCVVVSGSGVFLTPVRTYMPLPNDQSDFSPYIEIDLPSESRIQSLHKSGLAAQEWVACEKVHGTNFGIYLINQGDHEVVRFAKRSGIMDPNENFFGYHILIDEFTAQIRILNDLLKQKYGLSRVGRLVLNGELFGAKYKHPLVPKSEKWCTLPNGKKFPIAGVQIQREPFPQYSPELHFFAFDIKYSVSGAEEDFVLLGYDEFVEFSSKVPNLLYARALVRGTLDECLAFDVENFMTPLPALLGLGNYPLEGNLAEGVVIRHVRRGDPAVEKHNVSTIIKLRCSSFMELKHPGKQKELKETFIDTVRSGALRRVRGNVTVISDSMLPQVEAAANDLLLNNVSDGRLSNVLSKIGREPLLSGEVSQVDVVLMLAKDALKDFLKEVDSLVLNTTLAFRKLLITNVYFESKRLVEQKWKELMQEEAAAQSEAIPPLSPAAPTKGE
# The depositor's hits bear a star. A portion of the library; rates above refer to the full screens.
# The opening two records as a preview:
entry	Compound	TbREL1 primary
1	O=C(c1cccs1)n1ccc2ccc(-c3ccc4ccn(Cc5ccccc5)c4c3)cc21	1
2	COc1ccccc1N1CCN(C(=O)c2ccccc2N(C)S(=O)(=O)c2ccc(C)cc2)CC1	-3

# Results, repeating the preview:
entry	Compound	TbREL1 primary
1	O=C(c1cccs1)n1ccc2ccc(-c3ccc4ccn(Cc5ccccc5)c4c3)cc21	1
2	COc1ccccc1N1CCN(C(=O)c2ccccc2N(C)S(=O)(=O)c2ccc(C)cc2)CC1	-3
3	COc1ccc(CN(C(=O)c2ccco2)C2CC(C)N(C)CC2C)cc1 (configuration not stated)	-1
4	COCc1nnc(NC(=O)c2cc(Cl)ccc2OC)s1	0
5	Cc1cc(C)cc(N(CC(=O)NC2CC3CCC2C3)S(C)(=O)=O)c1 (configuration not stated)	-1
6	CCCN(CC(=O)Nc1ccc(Cl)cc1Cl)Cc1cc(=O)n2ccsc2n1	0
7	CCc1noc(C)c1C(=O)Nc1ccccc1C(C)(C)C	-2
8	CCc1ccc2oc(-c3cc(N)ccc3Cl)nc2c1	0
9	O=C(NN=Cc1ccc(O)cc1)c1cc(-c2ccc(Cl)cc2)n[nH]1	1
10	CC1CCCCC1NC(=O)CC1Oc2ccccc2NC1=O (configuration not stated)	1
11	O=C(NCc1ccccc1C(F)(F)F)c1cccc2c1C(=O)c1ccc(N3CCC(N4CCCCC4)CC3)cc1S2(=O)=O	-5
12	CC(C)N(C(=O)Cn1c(SCC(=O)NC2CC2)nc2ccccc21)C(C)C	3
13	N#CCc1c(C#N)c(N)nc(N2CCOCC2)c1C#N	0
14	O=C(CSCc1ccccc1Br)NC1CC1	4
15	CC(NCc1ccc2c(c1)OCO2)C(=O)N1CCc2ccccc21 (configuration not stated)	-2
16	CCOc1cc(C(=O)N2CCCC2)cc(OCC)c1OCC	-6
17	O=C(NCCCO)C(=O)Nc1ccc2c(c1)N(S(=O)(=O)c1cccs1)CCC2	1
18	O=S1(=O)c2c(cccc2N2CCC[C@H]2CO)OCCCN1C1CC1	4
19	CN(Cc1c(F)cccc1Cl)C(=O)CNC(=O)c1ccc2c(c1)OCO2	7
20	COc1ccc(C2CC(=O)C(CS(=O)(=O)c3ccccc3)C(=O)C2)cc1 (configuration not stated)	1
21	c1ccc(CN2CCN(CCOCCOc3ccc4c(c3)CCC4)CC2)cc1	1
22	COc1ccc(C2=NS(=O)(=O)N(C)C(C(=O)NC(C)c3ccccc3)=C2)cc1OC (configuration not stated)	-2
23	CC(=O)c1c(C(C)=O)c(C)n(C(c2ccccc2)c2ccccc2)c1C	-5
24	CCOc1ccc(NC2=NCC(=O)N2Cc2cccs2)cc1	-1
25	CCn1c(-c2cccc(S(=O)(=O)N3CCCC3)c2)n[nH]c1=S	-2
26	Cc1nc(S/C(=C\c2ccc(OCc3ccccc3Cl)cc2)C(=O)O)n[nH]1	0
27	Cc1ccccc1C(=O)Nc1ccc(S(=O)(=O)Nc2onc(C)c2C)cc1	-3
28	CCOC(=O)C1(Cc2ccccc2)CCN(Cc2cn(C(C)=O)c3ccccc23)CC1	1
29	c1ccc(-c2nnc3ccc(N4CCCC4)nn23)cc1	2
30	OCC[C@@H]1C[C@@H](O)[C@H](O)[C@@]2(CCCO2)O1	1
31	CCN1CCCCC(NC(=O)Cc2ccccc2)C1=O (configuration not stated)	4
32	CCOC(=O)C1(CCc2ccccc2)CCN(C(=O)CCn2cncn2)CC1	3
33	CCNC(=O)CSc1nnc(-c2ccc(OC)cc2)n1CC(C)C	6
34	O=C(CCc1nnc(COc2ccccc2)o1)NCc1ccccc1C(F)(F)F	0
35	O=C(Cn1cc2c(n1)CCCC2)NCc1cccc(Cl)c1	-1
36	CCN(Cc1ccccc1)S(=O)(=O)c1ccc(OC)c2ncccc12	0
37	CCc1ccc(NC(=O)C2CCN(S(=O)(=O)c3c(C)noc3C)CC2)cc1	1
38	Cc1cccc(-n2c(=O)cc(N3CCN(c4ccc(F)cc4)CC3)[nH]c2=O)c1	2
39	COCCn1nnnc1CN1CCSCC1	5
40	COCCCn1c(SCC(=O)NC(C)C)nnc1-c1ccccc1	2

# Fetched one by one from above, 2 records:
entry	Compound	TbREL1 primary
27	Cc1ccccc1C(=O)Nc1ccc(S(=O)(=O)Nc2onc(C)c2C)cc1	-3
25	CCn1c(-c2cccc(S(=O)(=O)N3CCCC3)c2)n[nH]c1=S	-2

# The listing continues.
entry	Compound	TbREL1 primary
41	CC(C)C[C@H](NC(=O)[C@@H]1Cc2ccccc2CN1C(=O)OC(C)(C)C)C(=O)NCC1CCC(C(=O)O)CC1 (some centres not stated)	-2
42	CCN(CC)CCN(C(=O)c1ccc([N+](=O)[O-])cc1)c1nc2ccc(OC)cc2s1	8
43	CN(C)C(CNC(=O)c1ccc2nc[nH]c2c1)c1ccccc1 (configuration not stated)	0
44	COc1cc(NCc2ccccc2)c2ncn(Cc3ccccc3)c2c1	4
45	O=C(COc1ccccc1)NCC1(N2CCCCC2)CCCCC1	-3
46	O=C(COC(=O)c1nc(Cl)ccc1Cl)Nc1ccc(Cl)cc1	1
47	COc1ccc(CCN2CC(C(=O)NCCc3ccc(C)cc3)CC2=O)cc1OC (configuration not stated)	8
48	COc1ccc(OC)c(NC(=S)N2c3ccccc3CC2C)c1 (configuration not stated)	-5
49	Cc1cc(C(=O)NNC(=S)Nc2ccccc2)nn1C	-5
50	CN(C)C(CNC(C(=O)Nc1ccc(F)cc1)c1ccccc1)c1ccccc1 (configuration not stated)	-2
51	CCCC(=O)N1CCN(c2ccc(NC(=S)NC(=O)CC)cc2)CC1	-6
52	Nc1nccnc1C(=O)OCC(=O)C12CC3CC(CC(C3)C1)C2	3
53	Cc1cccc(CSC2=NCCN2C(=O)c2ccc(Br)o2)c1	1
54	COc1cc2c(-c3ccc4cc[nH]c4c3)c(-c3ccsc3)oc(=O)c2cc1OC	1
55	COc1ccc(C(=O)Nc2cccc(NC(=O)c3cccs3)c2)cc1OC	2
56	COc1ccc(CCn2c(=N)c(C(=O)NC3CCCC3)cc3c(=O)n4cccc(C)c4nc32)cc1	7
57	CCOc1ccc(N(CC(=O)Nc2c(C)n(C)n(-c3ccccc3)c2=O)S(=O)(=O)c2ccc(Cl)s2)cc1	-1
58	CCOc1ccc(OCC)c(NC(=O)C2CCCN(S(=O)(=O)c3c(C)n[nH]c3C)C2)c1 (configuration not stated)	-3
59	CCCOC1CCCN(Cc2nc(-c3cnccn3)no2)C1 (configuration not stated)	-3
60	C(=N\n1cnnc1)/c1nc2ccccc2[nH]1	-1
61	CCNC(=O)n1nccc1C(C)Oc1ccccc1 (configuration not stated)	1
62	Cc1cc(C)nc(N2CCC(C(=O)NCc3cccc(C(F)(F)F)c3)CC2)n1	-2
63	COc1ccc(C2NC(=O)NC(C)=C2[N+](=O)[O-])cc1OC (configuration not stated)	7
64	O=C1CC(C(=O)Nc2ccc(F)c(Cl)c2)N=C(N2CCCCC2)N1 (configuration not stated)	-2
65	CCNc1ccc(C(=O)OCC(=O)N2CCCC2)cc1[N+](=O)[O-]	1
66	COc1ccc(C(=O)N/N=C(\C)CC(=O)N2CCN(C=O)CC2)cc1	-1
67	CN(C(=O)COc1ccccc1C(=O)NCc1ccccc1)C1CCS(=O)(=O)C1 (configuration not stated)	-3
68	O=C(CSCC(=O)N1CCOCC1)Nc1nc(-c2ccccc2)cs1	-2
69	Cc1ccc(S(=O)(=O)NCCCNS(=O)(=O)c2ccc(C)cc2)cc1	-2
70	COc1ccc(OC)c(C2=NOC(C(=O)Nc3cc(C)on3)C2)c1 (configuration not stated)	0
71	CC(C)OC(=O)c1ccc(S(N)(=O)=O)o1	3
72	CC(C)NC(=O)COc1coc(CN2CCN(Cc3ccccc3)CC2)cc1=O	-1
73	Cc1ccccc1CCNC(=O)C1CCC(=O)N(C2CCCCCC2)C1 (configuration not stated)	2
74	COCCCNC(=O)C(=O)NCCCOC(C)C	6
75	COc1ccc(C(CNC(=O)Cc2cc(OC)c(OC)c(OC)c2)N2CCCC2)cc1 (configuration not stated)	-4
76	CCOC(=O)Nc1c(C)n(C)n(-c2ccccc2)c1=O	3
77	Cc1ccc(-n2ncc(C#N)c2/N=C/N(C)C)cc1	2
78	COc1ccc(C2=Nc3ccccc3N(C(=O)c3ccncc3)C2C(=O)NC(C)(C)C)cc1 (configuration not stated)	3
79	Cc1ccc(NC(=O)N2CCc3ccccc3C2)c(C)c1	2
80	Cc1ccc2cccc(OCc3ccc(F)cc3)c2n1	-3

# Four entries from above, field by field.
[74] COCCCNC(=O)C(=O)NCCCOC(C)C
  TbREL1 primary: 6
[77] Cc1ccc(-n2ncc(C#N)c2/N=C/N(C)C)cc1
  TbREL1 primary: 2
[75] COc1ccc(C(CNC(=O)Cc2cc(OC)c(OC)c(OC)c2)N2CCCC2)cc1 (configuration not stated)
  TbREL1 primary: -4
[72] CC(C)NC(=O)COc1coc(CN2CCN(Cc3ccccc3)CC2)cc1=O
  TbREL1 primary: -1

# (listing goes on)
entry	Compound	TbREL1 primary
81	O=C(Cc1ccc(Cl)cc1)NCCS(=O)(=O)N1CCN(c2ccccc2F)CC1	0
82	COc1cc(OC)c(OC)cc1CNC(=O)c1cccc(S(=O)(=O)N2CCc3ccccc3C2)c1	-2
83	FC(F)(F)c1ccc(-c2noc(CN3CCCN(C4CCCCC4)CC3)n2)cc1	3
84	CN(C)c1ccc(CNC(=O)CN(C)S(=O)(=O)c2cccc3cccnc23)cc1	2
85	O=C(NCC(c1cccnc1)N1CCOCC1)Nc1ccccc1 (configuration not stated)	-1
86	COc1cccc(N2CC(C(=O)Nc3nnc(SCc4ccccn4)s3)CC2=O)c1 (configuration not stated)	-1
87	O=C(CNc1cccc(S(=O)(=O)N2CCCC2)c1)Nc1cccc(C(F)(F)F)c1	2
88	O=C(NC(Cc1cccc(F)c1)C(=O)O)C1CCCCC1 (configuration not stated)	-3
89	CCCN1CCC2(CC1)C(C#N)=C(N)Oc1c2sc2nc(C)cc(C)c12	-2
90	O=C(CSc1ncccc1C(=O)O)NCCC1=CCCCC1	-2

# Among those listed so far, these have a nitro group on carbon:
entry	Compound	TbREL1 primary
42	CCN(CC)CCN(C(=O)c1ccc([N+](=O)[O-])cc1)c1nc2ccc(OC)cc2s1	8
63	COc1ccc(C2NC(=O)NC(C)=C2[N+](=O)[O-])cc1OC (configuration not stated)	7
65	CCNc1ccc(C(=O)OCC(=O)N2CCCC2)cc1[N+](=O)[O-]	1

# Going on with the list:
entry	Compound	TbREL1 primary
91	Cc1ccc(NC(=O)CN2C(=O)CSc3ccc(S(=O)(=O)N4CCCCC4)cc32)cc1	0
92	CCCCOc1ccc(C2(C)CC(=O)NC2=O)cc1 (configuration not stated)	3
93	O=C(O)c1cccc(S(=O)(=O)NCC(=O)N2CCN(c3ccccn3)CC2)c1	0
94	N#C/C(=C\c1ccc(OCc2ccc(Cl)cc2)cc1)C(=O)Nc1cccc(C(=O)O)c1	8
95	O=C(COC(=O)c1ccccc1)Nc1ccccc1N1CCOCC1	-2
96	CC(C)CN(C(=O)c1cccc(Cl)c1)c1c(N)n(CC(C)C)c(=O)[nH]c1=O	7
97	COC(=O)Cc1c(C)c2ccc(OCC(=O)N(C)C)cc2oc1=O	-2
98	Cc1cc(C(=O)COC(=O)CCc2nc3ccccc3s2)c(C)n1C	-2
99	COc1ccc(/C=C2\SC(=S)N(CCCC(=O)Nc3ccc(C(=O)O)cc3)C2=O)cc1OC	1
100	CC(=O)Nc1ccc(S(=O)(=O)N2CCC(N3CCCCC3)CC2)cc1	0
101	O=C(NCc1cccc(Cl)c1)c1ccc(-n2cncn2)c2ccoc12	2
102	Cc1nc(Cl)c(S(N)(=O)=O)c(C)c1Cl	2
103	CN(CCOc1ccc(Cl)cc1)C(=O)C1=CC=CN2CCS(=O)(=O)N=C12	1
104	CC(NC(=O)CCc1ccc(S(=O)(=O)NC2CCCCC2)cc1)c1ccccc1 (configuration not stated)	-6
105	Cc1ccccc1C(=O)NC(C)C1CC2CCC1C2 (configuration not stated)	1
106	CC(C)C[C@@H](CN1CCCC1CN1C(=S)NC[C@@H]1Cc1ccccc1)N1C[C@H](Cc2ccc(O)cc2)N(CC2CCCCC2)C1=S (some centres not stated)	-3
107	Cc1c(NS(=O)(=O)CC23CCC(CC2=O)C3(C)C)c(=O)n(-c2ccccc2)n1C (configuration not stated)	-1
108	Cc1[nH]c(=S)sc1Cc1ccc(F)cc1	-3
109	N#Cc1ccc(Cn2nnc(-c3ccc(N4CCOCC4)cc3)n2)cc1	-2
110	O=C(Cc1ccccc1)Nc1cc(Cl)ccc1Sc1ccccc1	-2
111	Cc1cc(OCC(=O)Nc2cc(C(C)(C)C)on2)ccc1[N+](=O)[O-]	3
112	CCN(CC)c1ccc(S(=O)(=O)N2CCOCC2)cc1NC(=O)CNCc1cccc(Cl)c1	0
113	O=C(CSc1nnc(NC(=O)c2cccc(F)c2)s1)NC1CC1	1
114	CCc1nc2ccc(C(=O)Nc3nnc(C)s3)cc2nc1CC	3
115	Cc1nnc(SCC(=O)NC2CC2)s1	4
116	CCCCOc1ccc(C(=O)Nn2cnnc2)cc1	3
117	CCN(CC)C(=O)C1CCCN(c2ccc([N+](=O)[O-])cc2/C=N/NC(=O)c2ccc([N+](=O)[O-])cc2)C1 (configuration not stated)	0
118	Cn1cnnc1SC(C(=O)Nc1ccc(F)cc1)c1ccccc1 (configuration not stated)	-2
119	Cc1ccc(Sc2sc(=O)n(C)c2S(=O)(=O)c2ccc(C)cc2)cc1	1
120	Cn1c(=O)cc(SCC(=O)Nc2cccnc2)c2ccccc21	-1
121	O=C(CSc1nc2c(sc3ccccc32)c(=O)n1CCO)NCC1CCCO1 (configuration not stated)	-1
122	CN1C(=S)SC(N(O)C(=O)Nc2cccc3ccccc23)C1(C)C (configuration not stated)	-2
123	COC(=O)[C@@]12C[C@@H](CC(=O)N3CCCCC3)C(=O)N(Cc3ccco3)C1=CCC(C)(C)C2	-4
124	O=C(CN1C(=O)NC2(CCc3ccccc32)C1=O)NCc1ccc(F)cc1 (configuration not stated)	9
